Assay outcomes (PubChem)
PLAP inhibitors HTS = PLAP enzyme inhibitors, biochemical, luminescence, HTS (AID 690) | purified PLAP, luminescent substrate; higher % means a stronger effect | inhibition, % at 20 µM, or IC50 in µM where a hit was titrated | 96,000 tested, 0.08% active; in the data active = a potency from the dose series; inactive = the rest, 99 in 100 with inhibition below about 30%; also: strong numbers were not always called active
MRP resist rev = compounds reversing MRP-mediated drug resistance; H69AR cells + 2 uM doxorubicin, CellTiter-Glo, 72 h; differential viability (reversal), % at 10 µM; 85,000 tested, 0.04% active; AID 602;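 active = viability drop by adding the cancer drug above about 55%, with treated viability meeting a 40% cutoff, limit read from the data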;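 also: viability without doxorubicin minus viability with 2 µM doxorubicin for each compound; larger differential means the compound sensitizes cells more to doxorubicin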
NFkB transloc inh = blocks IL-1B driven NFkB nuclear translocation in HUVEC cells; 94,000 tested, 0.43% active; inhibition, % at 2 µM; HUVEC IL-1B NFkB p65 nuclear translocation imaging;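 active = inhibition above about 30% together with a positive call from visual inspection of the well image, limit read from the data; inconclusive = inhibition above a set limit but visual check negative; inactive = inhibition not above a set limit, visual check negative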;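 also: nuclear over cytoplasmic p65 intensity ratio measured by imaging; 0% = IL-1B stimulated DMSO wells and 100% = unstimulated DMSO wells; values of inactives mirror those of a sister screen read the other way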
NFkB transloc pot = enhances IL-1B driven NFkB nuclear translocation. HUVEC IL-1B NFkB p65 nuclear translocation imaging. activation, % at 2 µM. 94,000 tested, 0.3% active. AID 819;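 active = activation above 40%, about the mean plus 3 SD, also judged a hit on visual image review; inconclusive = activation above 40% but not a hit on visual review; inactive = activation not above 40% and no visual hit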;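 also: percent activation is computed from the nuclear over cytoplasmic p65 intensity ratio; values of inactives mirror those of a sister screen read the other way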
Bcl-B displacement = displacers of TR3 peptide from Bcl-B, primary screen, selectivity assay for Bfl-1 inhibitor project, biochemical, fluorescence polarization. displacement, % at 20 µM; hits with a dose series show IC50 in µM. 96,000 tested, 0.11% active. FP displacement of FITC-TR3 peptide from Bcl-B; higher % means a stronger effect. AID 748;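 active = displacement above 50% at 20 µM plus a fluorescence interference ratio under 1.5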;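 also: plate controls were wells without compound for no effect and wells lacking Bcl-B protein for full effect; a part of the inactive calls stands beside numbers as strong as those of hits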
MRP resist rev cytotoxicity = further read-out of MRP resist rev, marked with its call; viability, %; H69AR cells, CellTiter-Glo, 72 h; measured here: cytotoxicity without doxorubicin
MRP resist rev with doxorubicin = further read-out of MRP resist rev, marked with its call; viability, %; measured here: viability with 2 uM doxorubicin; hits give low values
NFkB transloc inh cell count 2 µM = also measured in NFkB transloc inh; calls as there; cell count; measured here: cells passing quality filter;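 raw number of nuclei counted in each imaged well without normalization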
NFkB transloc pot cell count 2 µM = second read-out of NFkB transloc pot, no call of its own (marks repeat the call); cell count; measured here: cells passing quality filter
* marks the source's active call; other numbers are inactive results; u = inconclusive; x = no result given. These rows are one share of the data; the hit share may differ from the screen's.

SMILES	PLAP inhibitors HTS	MRP resist rev	MRP resist rev cytotoxicity	MRP resist rev with doxorubicin	NFkB transloc inh	NFkB transloc inh cell count 2 µM	NFkB transloc pot	NFkB transloc pot cell count 2 µM	Bcl-B displacement
CCCCCCCC(=O)NNC(=O)c1ccc(F)cc1	-70%	x	x	x	6	131	-5	131	-6%
CC1(C)CCCN(C(=O)N2c3ccccc3Sc3ccccc32)C1	1%	8	90	82	0	111	1	111	6%
CSc1nc2sc3c(c2c2nnnn12)CCC3	-3%	6	97	91	x	x	x	x	-63%
CC(=O)N1CCN(c2ccc(NC(=O)c3ccc4c(c3)OCO4)cc2)CC1	0%	x	x	x	-2	157	2	157	1%
O=C(OCC(=O)N1CCOCC1)c1ccc(Cl)nc1	-5%	-9	98	107	-3	141	3	141	23%
O=C(c1ccc2c(c1)OCCO2)N(c1ccccn1)C1CCCCC1	-20%	16	87	71	8	122	-8	122	-3%
COc1ccc(-c2noc(C3CCCN(S(=O)(=O)c4cccc(Cl)c4C)C3)n2)cc1OC (configuration not stated)	-60%	7	80	74	-12	114	13	114	-2%
CCN(C(=O)Cn1c(=O)n(Cc2ccccc2)c(=O)c2ccccc21)c1cccc(C)c1	-63%	2	102	100	-21	150	21	150	-6%
Cc1cc(C)nc(SCc2nnc(SCC(=O)Nc3nc(-c4ccccc4)cs3)n2C)n1	x	1	48	47	-29	137	29	137	x
CCOC(=O)c1ccc(NC(=O)c2cc3ccccc3o2)cc1	19%	7	105	98	x	x	x	x	-3%
CN(C)CCNCc1ccc(OC2CCCC2)cc1	-10%	11	93	82	-6	173	6	173	-5%
COc1ccc(-c2nc3ccccc3s2)cc1O	14%	-28	45	73	-22	101	22	101	-3%
O=CN1CC(=O)N(c2ccccc2)c2c([nH]c3ccccc23)C1	4%	-13	82	95	-1	87	1	87	2%
CCC(=O)Nc1ccc(-c2nnc(SCc3ccc(C(=O)Nc4nccs4)cc3)n2CC)cc1	-14%	x	x	x	-2	140	2	140	8%
CCOC(=O)C1=C(C)N(C2CCCCC2)C(=O)C1	-23%	-1	88	89	-27	147	27	147	2%
Oc1ccc2ccccc2c1C=NC12CN3CCN(CN(C3)C1)C2	-5%	x	x	x	-4	172	4	172	0%
CC1=NN(C(N)=S)C(=O)C1N=Nc1c(C)cc(C)cc1C (configuration not stated)	-62%	-3	83	86	18	196	-18	196	4%
CCc1nnc(NC(=O)CSc2nccn2-c2cccc(C)c2)s1	-32%	-2	88	90	-4	130	4	130	5%
COc1c(Cl)cc(Cl)cc1C(=O)n1nc(C)cc1C	x	-14	90	104	10	130	-10	130	x
CNC(=O)CN(C1CCCCC1)S(=O)(=O)c1ccc(F)cc1	9%	-2	101	103	9	91	-9	91	1%
CCCCOP(=O)(c1ccc(N(C)C)cc1)C(O)c1ccccc1F (configuration not stated)	-26%	3	72	70	10	105	-10	105	-6%
CCCN1C(=O)c2cc(C(=O)NCc3cccs3)ccc2C1O (configuration not stated)	19%	-4	98	101	7	57	-7	57	10%
CC(C)=C1C2CC2C2C(C(=O)O)C12 (configuration not stated)	-1%	8	96	88	4	191	-4	191	9%
O=C(Nc1cccnc1)c1cnn2cccnc12	14%	-2	88	90	6	108	-6	108	-1%
Cc1cn(CC2COC(C)(C)O2)c(=O)[nH]c1=O (configuration not stated)	-13%	20	109	89	-34	80	34	80	5%
N#CCCN(CCC#N)C(=O)c1ccc(Cl)cc1	12%	4	98	94	-22	182	22	182	6%
O=c1[nH]nc(Cc2ccc(Cl)cc2Cl)c2ccccc12	-8%	5	94	89	1	172	-1	172	8%
O=C(CSc1nnc(-c2ccccc2Br)o1)Nc1cccc2ccccc12	16%	x	x	x	-51	129	u	x	-2%
Fc1ccc(N2CCN(c3nc(-c4ccco4)cc(C(F)(F)F)n3)CC2)cc1	7%	x	x	x	-5	160	5	160	-8%
CCOc1cc(CNc2ccc3c(c2)OCCO3)cc(Br)c1OC	2%	x	x	x	-13	170	13	170	5%
Cc1ccc(-c2cnc(NC(=O)CCC(=O)N(C)Cc3ccccc3)n2C)cc1	-49%	6	100	95	-3	158	3	158	5%
CCOc1ccc(NC(=S)Nc2ccc(C)c([N+](=O)[O-])c2)cc1	18%	-8	78	86	-16	67	16	67	12%
Cc1cc(C)n(-c2nncc(-c3ccccc3)n2)n1	7%	13	78	65	x	x	x	x	5%
O=c1cc(N2CCCCC2)nc2n1CCCS2	3%	2	87	84	9	100	-9	100	-4%
O=C(CN1CCCN(S(=O)(=O)c2ccc(F)cc2)CC1)Nc1ccccc1Br	x	-1	77	78	4	113	-4	113	x
CN1CCc2c(sc3nc(SCC(=O)N4CCOCC4)nc(N)c23)C1	20%	-5	89	94	x	x	x	x	15%
CCCC/C(C)=N/NC(=O)C(=O)NCCc1ccccc1	4%	x	x	x	3	96	-3	96	-3%
O=C1CCCN1CC(CN1CCOCC1)Sc1nc2ccccc2c(=O)n1-c1ccccc1 (configuration not stated)	-74%	9	86	77	x	x	x	x	-5%
CC1(C)CC(C(=O)Nc2nccs2)CCO1 (configuration not stated)	20%	-2	93	95	-10	116	10	116	-5%
CC(C)CCNC(=O)c1ccc(CSCc2cccc(F)c2)o1	6%	23	99	76	8	171	-8	171	2%

A different layout for three compounds above.
Structure,PLAP inhibitors HTS,MRP resist rev,MRP resist rev cytotoxicity,MRP resist rev with doxorubicin,NFkB transloc inh,NFkB transloc inh cell count 2 µM,NFkB transloc pot,NFkB transloc pot cell count 2 µM,Bcl-B displacement
N#CCCN(CCC#N)C(=O)c1ccc(Cl)cc1,12%,4,98,94,-22,182,22,182,6%
O=C(Nc1cccnc1)c1cnn2cccnc12,14%,-2,88,90,6,108,-6,108,-1%
O=C(CSc1nnc(-c2ccccc2Br)o1)Nc1cccc2ccccc12,16%,x,x,x,-51,129,u,x,-2%

Additional compounds:
SMILES	PLAP inhibitors HTS	MRP resist rev	MRP resist rev cytotoxicity	MRP resist rev with doxorubicin	NFkB transloc inh	NFkB transloc inh cell count 2 µM	NFkB transloc pot	NFkB transloc pot cell count 2 µM	Bcl-B displacement
CCOC(=O)C1CCCCN1Cc1ccccc1C(F)(F)F (configuration not stated)	-78%	-26	93	119	x	x	x	x	-3%
O=C(COc1cc(Cl)c(Cl)cc1Cl)NCCN1CCOCC1	-53%	8	87	79	13	104	-13	104	3%
CCOC(=O)CSc1nc2cc(S(=O)(=O)Nc3ccccc3OC)ccc2o1	-27%	x	x	x	-9	197	9	197	8%
CCC(C)(C)n1nnnc1C(c1ccccn1)N1CCCCC1 (configuration not stated)	x	7	105	98	0	69	0	69	x
CCOC(=O)N1CCC(NC(=O)C2CCN(S(=O)(=O)N3CCC(C)CC3)CC2)CC1	-46%	5	90	86	5	139	-5	139	0%
CC(C)C(NS(=O)(=O)c1ccc2c(c1)oc(=O)n2C)C(=O)N1CCN(c2ccccc2F)CC1 (configuration not stated)	-18%	-1	95	95	11	155	-11	155	-11%
Cc1ccc(C2=N/C(=C/c3cccs3)C(=O)N2Nc2ccccc2)cc1	23%	-15	68	83	-2	150	2	60	34%
COc1cccc(/C=N/NC(=O)c2csc(-n3nc(C)cc3C(F)(F)F)n2)c1	-18%	x	x	x	-13	167	13	167	-1%
COCCCNc1ncnc2sc3c(c12)CCC(C)C3 (configuration not stated)	x	-31	39	70	11	92	-11	92	x
COC(=O)[C@@H](NC(=O)NC1CCCc2ccccc21)C(C)C (some centres not stated)	-2%	-8	95	103	-13	176	13	176	-5%
COc1ccccc1-c1nc(C#N)c(N2CCN(c3ccccc3)CC2)o1	3%	2	110	108	-4	156	4	156	0%
O=S(=O)(Nc1ccc2c(c1)OCO2)c1cccs1	-5%	3	100	97	20	141	-20	141	0%
CN(C)C(C)(C)C#CCCCCC#CC(C)(C)N(C)C	x	5	90	85	9	156	-9	156	x
Cc1ccc(N/N=C/c2c(O)cc(C)oc2=O)cc1	0%	x	x	x	-6	173	6	173	5%
O=C(O)C1(NS(=O)(=O)c2ccc(F)c(Cl)c2)CCCCC1	9%	-5	90	96	-7	118	7	118	-5%
CCOC(=O)C1CCCN(C(=O)Cn2cnc3c2c(=O)n(C)c(=O)n3C)C1 (configuration not stated)	0%	6	89	83	x	x	x	x	4%
COC(=O)c1ccc(CSc2ncnc3c2oc2ccccc23)o1	20%	0	64	64	u	x	-32	86	-12%
CN1C(=O)NC(c2ccccc2)C2=C1CN(Cc1ccco1)C2=O (configuration not stated)	-21%	9	88	78	x	x	x	x	10%
O=S(=O)(NCCCc1ccccc1)c1ccccc1	49%	x	x	x	-4	135	4	135	-2%
COC(=O)CCC(=O)c1oc2ccc(Br)cc2c1N	x	19	102	83	3	184	-3	184	x

Single values from the entries so far:
O=C(O)C1(NS(=O)(=O)c2ccc(F)c(Cl)c2)CCCCC1 in NFkB transloc pot reads 7
COc1ccccc1-c1nc(C#N)c(N2CCN(c3ccccc3)CC2)o1 in NFkB transloc inh reads -4
CCOC(=O)C1CCCCN1Cc1ccccc1C(F)(F)F (configuration not stated) in MRP resist rev reads -26
CN1C(=O)NC(c2ccccc2)C2=C1CN(Cc1ccco1)C2=O (configuration not stated) in PLAP inhibitors HTS reads -21%

Going on with the list.
SMILES	PLAP inhibitors HTS	MRP resist rev	MRP resist rev cytotoxicity	MRP resist rev with doxorubicin	NFkB transloc inh	NFkB transloc inh cell count 2 µM	NFkB transloc pot	NFkB transloc pot cell count 2 µM	Bcl-B displacement
Cc1c(N=Cc2ccco2)c(=O)n(-c2ccccc2)n1C	-21%	13	99	86	x	x	x	x	7%
Cc1cc(C(=O)CC#N)c(C)n1-c1ccc(OC(F)F)cc1	-58%	0	94	95	9	106	-9	106	-3%
COc1cccc(NS(=O)(=O)c2nc3nc(C)cc(C)n3n2)c1	6%	8	97	90	-16	201	15	201	2%
O=C(NCCNC(=O)C1CC2CCC1C2)C1CC2CCC1C2 (configuration not stated)	8%	20	87	68	-20	87	20	87	-9%
Cc1ccsc1-c1nc(CSCC(=O)NCc2ccc3c(c2)OCO3)c(C)o1	-11%	-7	78	85	17	178	-17	178	12%
O=C1CN(C(=O)COC(=O)Cc2ccsc2)c2ccccc2N1	8%	-4	81	85	-12	130	12	130	-2%
COC(=O)C1=C(C)NC(=O)CC1c1ccccc1 (configuration not stated)	x	-11	79	91	13	86	-13	86	x
CN(C)c1nc(Nc2ccccc2)nc(Oc2ccc(=O)[nH]n2)n1	x	18	93	75	-30	130	30	130	x
O=C(Cc1ccccc1)Nc1c2c(nn1-c1cccc(Cl)c1)CS(=O)(=O)C2	9%	-18	68	87	9	81	-9	81	-4%
Cc1nc(NC(=O)c2ccccc2)sc1-c1csc(NCc2ccco2)n1	16%	-37	18	55	-4	172	4	172	-35%
CCOC(=O)C1CCN(Cc2nc3ccccc3c(=O)n2-c2ccc(F)cc2)CC1	-53%	-3	97	101	-2	70	2	70	-6%
O=c1[nH]c(SCc2ccc(F)cc2)nc2c1cnn2-c1ccc(F)cc1	-13%	-22	40	62	-1	79	1	79	3%
O=c1ccnc(SCn2nnc3ccccc3c2=O)[nH]1	26%	x	x	x	5	162	-5	162	6%
CN(C)S(=O)(=O)c1ccc(C(=O)Oc2ccccc2)cc1	19%	9	101	91	-28	102	27	102	-10%
O=C(c1ccccc1)c1ccc(CN2C(=O)c3ccccc3C2=O)o1	3%	-1	98	98	-1	96	1	96	-1%
CCCCCCN1C(=O)C(O)=C(C(C)=O)C1c1ccc(Cl)cc1 (configuration not stated)	-85%	15	102	87	x	x	x	x	-10%
Cc1ccc(-c2nnn(CC(=O)NCC3COCCO3)n2)o1 (configuration not stated)	10%	20	96	76	0	107	0	107	-8%
CCSc1nnc(NC(=O)NCC(F)(F)F)s1	-3%	-7	91	97	x	x	x	x	-1%
Cc1cc2cc(C(c3nnnn3C3CCCC3)N(Cc3cccnc3)Cc3ccco3)c(=O)[nH]c2cc1C (configuration not stated)	-56%	6	81	75	-3	160	3	160	-1%
O=C(CP(=O)(CO)CO)c1ccc(Cl)cc1	-30%	16	104	88	6	181	-6	181	-2%
O=C1NC(=O)/C(=C\c2ccccc2Oc2ccc(F)c(F)c2)S1	-2%	x	x	x	-5	147	5	147	-3%
Cc1cccc(OCC2=N/C(=C\N(C)C)C(=O)O2)c1	-50%	0	99	99	2	193	-1	193	-27%
